Compound activity from PubChem BioAssay.
PhoP GFP inhibition: PhoP regulon inhibitors, Salmonella typhi PhoP promoter GFP reporter, confirmatory (AID 1850); Salmonella Typhi PhoP-promoter GFP reporter, fluorescence, 4 h; higher % means a stronger effect; inhibition, % at 50 µM; hits with a dose series show IC50 in µM; 0.33% of 310,000 active; in the data active = a potency from the dose series; inconclusive = inhibition mostly from about 25% at the one dose, without a potency; inactive = the rest, 99 in 100 with inhibition below about 19%;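 also: 0% = induced wells with vehicle and 100% = uninduced wells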
M. tuberculosis HTS: M. tuberculosis growth inhibition, HTS (AID 449762) | M. tuberculosis H37Rv growth inhibition, 7H9 media; higher % means a stronger effect | 0.59% of 330,000 active | one-dose inhibition, % at 25 µM; IC50 in µM for titrated hits; in the data active = a potency from the dose series; inconclusive = inhibition above about 70% without an active follow-up result;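 also: bacterial growth assessed after seven days of incubation; strong numbers were not always called active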
M. tuberculosis: growth inhibition of non-replicating M. tuberculosis (AID 488890). Mycobacterium tuberculosis non-replicating, growth inhibition; higher % means a stronger effect. inhibition, % at 25 µM, or IC50 in µM where a hit was titrated. 0.39% of 320,000 active; in the data active = a potency from the dose series; inconclusive = inhibition mostly from about 82% at the one dose, without a potency; inactive = the rest, 99 in 100 with inhibition below about 76%;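 also: plate controls were DMSO cells for no effect and high antibiotic wells for full effect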
influenza NS1A: H1N1 influenza NS1A inhibitors, functional cell based assay (AID 504329); inhibition, % at 12.5 µM, or IC50 in µM where a hit was titrated; 0.3% of 340,000 active; NS1A functional cell-based assay, percent inhibition; higher % means a stronger effect; in the data active = a potency from the dose series; inconclusive = inhibition above about 27% without an active follow-up result; also: strong numbers were not always called active
inhibitors of VEEV: inhibitors of VEEV TC-83 cytopathic effect, confirmation, Vero cells (AID 588727). one-dose inhibition, % at 20 µM; IC50 in µM for titrated hits. Vero cells, VEEV TC-83 cytopathic effect inhibition; higher % means a stronger effect. 0.13% of 350,000 active; in the data active = a potency from the dose series; inconclusive = inhibition mostly from about 14% at the one dose, without a potency; inactive = the rest, 99 in 100 with inhibition below about 12%; also: strong numbers were not always called active
inhibitors of VEEV 10K pilot screen: second read-out of inhibitors of VEEV, no call of its own (marks repeat the call); inhibition, %; measured here: 10K pilot screen inhibition
* = called active by the depositor; i = inactive; ? = inconclusive; . = not tested or not shown.

SMILES	PhoP GFP inhibition	M. tuberculosis HTS	M. tuberculosis	influenza NS1A	inhibitors of VEEV	others
CN(C)CCN=Cc1c(O)n(Cc2ccc3c(c2)OCO3)c(=O)c2ccccc12	7%	6%	20%	14%	0.1%
O=C(c1cc(-c2cccc(O)c2)on1)N1CCc2ccccc2C1	-11%	2%	22%	2%	6.8%
CN(C)C(=O)c1ccc(NC(=O)c2ccccc2-c2ccccc2)cc1	-4%	0%	-2%	-6%	i
CCOc1ccc(NC(=O)CSc2nccn(-c3ccc4c(c3)OCCO4)c2=O)cc1	9%	33%	55%	-12%	1.3%
Cc1ccc(N2C(=O)C(Cl)=C(N3CCN(C)CC3)C2=O)c(C)c1	-12%	?	33%	12%	0.3%
Cc1ccc2c(C)ccc(O)c2n1	-6%	-2%	5.2µM*	-11%	1.4%
CCc1ccccc1NC(=O)/C(=C/c1ccco1)c1ccccc1	-1%	4%	31%	0%	9.5%
O=C(COC(=O)c1ccncc1)NCc1ccccc1	-4%	3%	-3%	-20%	0.1%
CC1(C)CC(=O)C(C(C2=C(O)CC(C)(C)CC2=O)c2cccnc2)C(=O)C1 (centres undefined)	-6%	13%	?	-11%	1.2%
CCOC(=O)c1sc2ncnc(Nc3cccc(C(=O)O)c3)c2c1C	-9%	-1%	4%	-4%	0.2%
COc1cc(C(C[N+](=O)[O-])c2c(-c3ccccc3)cc3ccccn23)cc(OC)c1OC (centres undefined)	1%	.	46%	5%	?
O=Cc1ccc(-n2cncn2)cc1	0%	11%	32%	-7%	i	inhibitors of VEEV 10K pilot screen=0.8
Cc1ccc(NC(=O)CSc2nnc(Cc3cccn3C)n2-c2ccc(F)cc2)c(C)c1	7%	-10%	-14%	-1%	0.9%
COc1c(CC=C(C)C)cc(C2CC(=O)c3c(O)cc(O)cc3O2)c(CC=C(C)C)c1O (centres undefined)	-4%	-1%	-1%	.	.
COc1cc(COCC(O)CN2CCN(Cc3ccccc3)CC2)cc(OC)c1OC (centres undefined)	4%	-6%	-6%	-3%	0.7%
CS(=O)(=O)N(CC(=O)NCc1ccccc1Cl)C1CCCCC1	-9%	-7%	-9%	0%	0.2%
O=c1[nH]c(=S)n(-c2cccc(C(F)(F)F)c2)c(O)c1C=NCCN1CCNCC1	.	.	.	-10%	i
Cc1sc2ncnc(Sc3nnc4sc5ccccc5n34)c2c1C	3%	2%	0%	.	.
C=CCn1c(O)c(C=Nc2ccc(N(CC)CC)cc2)c(=O)[nH]c1=O	-12%	15%	40%	4%	0.6%
Oc1ccccc1-c1ccn[nH]1	.	2%	?	-23%	0.6%
COc1cccc(/C=N/NC(=O)c2cccc([N+](=O)[O-])c2)c1OS(=O)(=O)c1ccccc1	-11%	-10%	42%	4%	7.9%
Cc1nnc(NC(=O)CSc2nc3c(c(=O)n2C)SC(C)C3)s1 (centres undefined)	-1%	-4%	8%	1%	1.4%
COc1cccc(/C=C2\Sc3ccc(C(=O)NCc4cccnc4)cc3N(C)C2=O)c1	7%	?	41%	-10%	3.1%
CC(=O)SC1CC(=O)N(c2c(C)cccc2C)C1=O (centres undefined)	2%	-3%	?	-1%	i
O=C(CC1NCCc2ccccc21)Nc1ccccc1Cl (centres undefined)	13%	-4%	-3%	3%	0.5%
CCOC(=O)C1(Cc2ccccc2)CCN(Cc2cccn2-c2cccnc2)CC1	3%	1%	68%	4%	0.4%
CC(C)[C@H](NC(=O)C1CCN(S(=O)(=O)c2ccccc2)CC1)C(=O)NCc1ccc(F)cc1	-2%	-4%	7%	2%	1.4%
COc1ccccc1C(=O)N/C(=C\c1cn(S(=O)(=O)N(C)C)c2ccccc12)C(=O)NCCN1CCOCC1	3%	4%	-1%	-1%	2.7%
CCCn1cc(CN2CCC(n3nccc3NC(=O)CCOc3ccccc3)CC2)c(C)n1	8%	-6%	9%	3%	2.3%
O=C(Cc1cccs1)NCc1cccc(C(F)(F)F)c1	-7%	8%	18%	2%	i
COc1ccc(CCNC(=O)C(NC(=O)OCc2ccccc2)C(C)C)cc1OC (centres undefined)	-9%	13%	-6%	1%	1.9%
COc1ccc(OCCSc2nnc(CC(=O)Nc3cccc(Cl)c3Cl)n2C)cc1	-9%	-2%	12%	8%	i
CC(C)(C)CN1CCC(n2nccc2NC(=O)c2ccccc2Cl)CC1	-3%	-4%	0%	-11%	0.9%
CC(C)(C)NC(=O)C(c1ccc(-c2ccccc2)cc1)N(C[C@H]1CC[C@@H]([C@@H]2CC[C@H](CO)O2)O1)C(=O)c1cccc(Cl)c1 (some centres undefined)	.	.	.	-2%	3.4%
COC(=O)c1ccc(COC(=O)CNC(=O)c2ccc(-c3ccccc3)cc2)cc1	-1%	?	?	-59%	0.3%
CC1(c2ccccc2)NC(=O)N(CC(=O)Nc2cc3c(cc2Br)OCCO3)C1=O (centres undefined)	3%	-9%	-8%	-6%	0.5%
CCN(CC)CCOC(=O)c1ccc(N/C=C(/C#N)c2nc(-c3ccc(OC)c(OC)c3)cs2)cc1	52%	?	?	4%	2.8%
Cc1ccc(CONC(=O)c2cccc(C)c2)cc1	.	-2%	10%	-13%	5.8%
CC1CCc2nc3ccc(S(=O)(=O)N4CCC(C(=O)NCc5ccccc5Cl)CC4)cc3c(C(=O)O)c2C1 (centres undefined)	-2%	-2%	14%	2%	i
N#Cc1c(N2CCOCC2)nc(N2CCCCC2)c2c1CCN(C1CCCCC1)C2	13%	65%	59%	.	.
Cc1ccc2c(c1)c1nnc(SCC(=O)Nc3ccccc3C(F)(F)F)nc1n2CC(=O)O	6%	2%	-5%	1%	0.3%
O=C(Cn1cc([N+](=O)[O-])ccc1=O)NC1CCCCC1	.	-6%	11%	-2%	2.9%
COC(=O)c1[nH]c2ccc(F)cc2c1NS(=O)(=O)c1ccc(OC)cc1	-6%	0%	-9%	3%	4.7%
Cn1c2c(c(=O)n(C)c1=O)C(c1cccc([N+](=O)[O-])c1)Nc1ccccc1O2 (centres undefined)	9%	4%	-2%	-3%	1.1%
Cc1nc(C)n(CC(=O)N2CCCC(C(=O)c3ccc(C(F)(F)F)cc3)C2)n1 (centres undefined)	-5%	7%	9%	-1%	i
CCOC(=O)N1CCC(NC(=O)CS(=O)(=O)Cc2nc(-c3ccc(C)cc3)oc2C)CC1	3%	-6%	2%	0%	0.3%
Cc1ccc(C)c(OCC(=O)NCC2COc3ccccc3O2)c1 (centres undefined)	.	-3%	15%	-12%	4.2%
CCOC(=O)Cn1c(=O)c(C#N)cn(C(C)C)c1=O	-12%	6%	6%	.	0.7%
COc1ccc2c(c1OC)C(=O)OC2Nc1ncccc1C (centres undefined)	-1%	-5%	-4%	1%	1.7%
O=C(N/N=C/C(Br)=C/c1ccccc1)c1ccccc1F	-12%	?	50%	-10%	2.0%
CC(NC(=O)CCC1COc2ccccc2O1)c1ccccc1 (centres undefined)	-14%	-4%	-7%	1%	1.4%
Cc1cc(C)cc(-n2ncc3c2CCCC3NC(=O)c2cc(C)[nH]n2)c1 (centres undefined)	-1%	7%	6%	15%	8.2%
Cn1nnc(NCc2cc(Br)ccc2OCc2cccs2)n1	-3%	2%	.	-4%	0.4%
O=C1CN(C(=O)c2c(F)cccc2F)C(c2ccc(F)cc2)c2cc(F)ccc2N1 (centres undefined)	-5%	3%	19%	-22%	i
CC(=O)N1CCc2cc(S(=O)(=O)CCC(=O)O)ccc21	2%	-3%	-10%	-44%	3.1%
COc1ccnc(CN(C)C(=O)C2CCC(=O)N(CCN(C)C)C2)c1 (centres undefined)	-2%	2%	0%	1%	1.0%
COc1cc(NC2=CC(=O)CC(C)(C)C2)cc(OC)c1	-8%	3%	4%	-1%	i
COc1ccc(-c2[nH]c(-c3ccc(C)cc3)nc2SCC(=O)NCc2ccco2)cc1OC	1%	-2%	-3%	2%	i	inhibitors of VEEV 10K pilot screen=0.6
COc1ccc(C2=NOC(COc3ccc([N+](=O)[O-])cc3)C2)cc1 (centres undefined)	-9%	3%	-3%	1%	i
COc1ccc(-c2nnc3ccc(SCC(=O)N4CCCCCC4)nn23)cc1OC	-17%	-5%	.	14%	8.0%

Sorted by formula weight (falling): part of the list above.
SMILES	PhoP GFP inhibition	M. tuberculosis HTS	M. tuberculosis	influenza NS1A	inhibitors of VEEV	others
COc1ccc(-c2[nH]c(-c3ccc(C)cc3)nc2SCC(=O)NCc2ccco2)cc1OC	1%	-2%	-3%	2%	i	inhibitors of VEEV 10K pilot screen=0.6
O=C1CN(C(=O)c2c(F)cccc2F)C(c2ccc(F)cc2)c2cc(F)ccc2N1 (centres undefined)	-5%	3%	19%	-22%	i
Cn1nnc(NCc2cc(Br)ccc2OCc2cccs2)n1	-3%	2%	.	-4%	0.4%
COc1ccc(C2=NOC(COc3ccc([N+](=O)[O-])cc3)C2)cc1 (centres undefined)	-9%	3%	-3%	1%	i
CC(NC(=O)CCC1COc2ccccc2O1)c1ccccc1 (centres undefined)	-14%	-4%	-7%	1%	1.4%
CC(=O)N1CCc2cc(S(=O)(=O)CCC(=O)O)ccc21	2%	-3%	-10%	-44%	3.1%
COc1cc(NC2=CC(=O)CC(C)(C)C2)cc(OC)c1	-8%	3%	4%	-1%	i

The list goes on.
SMILES	PhoP GFP inhibition	M. tuberculosis HTS	M. tuberculosis	influenza NS1A	inhibitors of VEEV	others
CC(=O)Nc1nc2ccccc2n1Cc1ccc(Cl)cc1	-8%	?	1.9µM*	-25%	i
CC(=O)NC(C)C(=O)OCC(=O)Nc1ccc(Br)cc1 (centres undefined)	0%	4%	7%	-3%	1.2%
O=C(c1ccccc1)c1cn(CC(=O)N2CCOCC2)c2ccccc12	15%	1%	-5%	9%	0.3%
CC(=O)NCCC(=O)NCc1ccc(F)cc1	-4%	1%	12%	-10%	0.8%
O=S(=O)(/N=C/c1c(O)ccc2ccccc12)c1ccccc1	1%	0%	9%	-4%	0.3%
CC(=O)N1C(c2ccccc2)CC(=O)OC1c1ccc2c(c1)OCO2 (centres undefined)	-5%	-3%	-10%	1%	i
CCC(C)(C)NC(=O)CN(CC1CCCO1)C(=O)CCC(=O)Nc1nccs1 (centres undefined)	2%	-2%	-6%	-1%	1.0%
CCCCNC(=O)N1CCCC(N(C)CCc2ccc(OC)c(OC)c2)C1 (centres undefined)	-5%	-11%	19%	0%	0.6%
COc1ccc(N2CCN(CC(=O)c3ccccc3)CC2)cc1	-2%	-7%	6%	-10%	0.7%
CC(CC(=O)NCc1ccc(Cl)cc1)S(=O)(=O)c1ccc2c(c1)NC(=O)CO2 (centres undefined)	7%	3%	17%	2%	3.8%
CC(Cc1c[nH]c2ccccc12)C(=O)O (centres undefined)	7%	3%	19%	7%	1.0%
COCc1c(Br)c(C)nc(OCC(=O)N/N=C/c2cc(C)n(-c3ccc([N+](=O)[O-])cc3)c2C)c1C#N	-4%	8%	14%	-5%	0.3%
COC(=O)c1ccccc1Oc1cnc2ccccc2n1	-9%	5%	-10%	-1%	0.1%
CCCCCOC(=O)Cc1c(C)nc(-c2ccccc2)[nH]c1=O	19%	-1%	-1%	-3%	0.2%
CC(C)(C)c1cc(Cc2ccccc2)[nH]n1	-3%	28%	37%	-13%	i
CCCC(=O)N1CCN(c2ccc(NC(=S)NC(=O)c3cccc(C)c3)cc2)CC1	26%	15%	?	3%	4.5%
Cc1cccnc1NC(=O)CSc1ccc2c(c1)OCCO2	.	3%	-2%	-4%	3.5%
COc1ccc(N2CCN(C(=O)c3ccc(S(=O)(=O)N4CCOCC4)cc3)CC2)cc1	4%	-5%	6%	-29%	1.6%
CCc1ccc(N2C(=O)Cc3c2nc(N)c(C#N)c3N)cc1	10%	7%	3%	14%	i
CC(C)CCC1(CCNC(=O)c2cccs2)CCOC(C)(C)C1 (centres undefined)	11%	-3%	4%	0%	i
O=C(CSc1nc2c(oc3ccccc32)c(=O)n1CC1CCCO1)NCc1ccc(F)cc1 (centres undefined)	.	.	.	0%	11%
CCOc1ccc2c(c1)cc(CN(C(=O)CC)C1CCCCC1)c1nnnn12	-4%	1%	14%	-1%	3.4%
O=C(Nc1ccc2c(c1)OCO2)N1CCOCC1	2%	-18%	6%	-3%	i
CCOC(=O)C1CCN(C(=O)C2CC(=O)N(c3ccc(C)cc3)C2)CC1 (centres undefined)	-7%	7%	13%	0%	i
Cc1c2cnn(CC(=O)N3CCC4(CC3)OCCO4)c(=O)c2c(C)n1Cc1cccc(Cl)c1	-1%	2%	0%	0%	1.2%

Rows were taken by chance. Share with any hit: about 1.5%.
